# Xi reactivation – X-chromosome reactivation activator | 0.055% of 360,000 active | XiGFP mouse fibroblasts, % GFP-positive cells imaging, 3 d; cells co-treated with 5-aza-dC sensitizer; scaled so ellipticine positive control = 100% | activation, % at 7.58 µM | AID 743238;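 active = mean normalized replicate activation at least 10% and every replicate at or above 10%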;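 also: 0% = median of on-plate neutral control wells and 100% = ellipticine 6 µM median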
#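 System: XiGFP fibroblasts, SV40-immortalized. Medium: DMEM plus 5-aza-dC sensitizer. Doses: single point. Timing: 3 d treatment, 15 min room-temperature fixation. Control set: ellipticine 6 µM.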
# GSIS activator – primary screen for activators of insulin secretion dependent on glucose, INS-1E cells, GLuc reporter luminescence; INS-1E GLuc reporter insulin secretion, 2-3 h; activation, % at 16.6 µM; 0.61% of 370,000 active; AID 743287;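 active = lowest replicate activation of at least 40%, so every replicate reaches that level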;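 also: 0% = median of neutral control wells and 100% = median of IBMX positive control wells; some compounds called inactive have numbers as strong as hits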
# ARNT-TACC3 inh – ARNT/TACC3 interaction disruption. Q9Y6A5. AlphaScreen His-ARNT PAS-B/GST-TACC3 binding, luminescence; TACC3 fragment carries E629A point mutation. inhibition, % at 9.99 µM. 0.66% of 390,000 active;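 active = mean inhibition of replicates at least 50% and at least half of replicates each reaching 50%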;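 also: 0% = complete ARNT plus TACC3 wells and 100% = ARNT alone without TACC3; many hits fall short of the cut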
# RAD52 inh – RAD52 (human) annealing inhibition; P43351; recombinant RAD52 DNA annealing, FRET fluorescence; inhibition, % at 18.7 µM; 0.46% of 360,000 active; AID 651710;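 active = every replicate showing at least 50% inhibition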
# Target sequence (P43351 whole entry, looked up): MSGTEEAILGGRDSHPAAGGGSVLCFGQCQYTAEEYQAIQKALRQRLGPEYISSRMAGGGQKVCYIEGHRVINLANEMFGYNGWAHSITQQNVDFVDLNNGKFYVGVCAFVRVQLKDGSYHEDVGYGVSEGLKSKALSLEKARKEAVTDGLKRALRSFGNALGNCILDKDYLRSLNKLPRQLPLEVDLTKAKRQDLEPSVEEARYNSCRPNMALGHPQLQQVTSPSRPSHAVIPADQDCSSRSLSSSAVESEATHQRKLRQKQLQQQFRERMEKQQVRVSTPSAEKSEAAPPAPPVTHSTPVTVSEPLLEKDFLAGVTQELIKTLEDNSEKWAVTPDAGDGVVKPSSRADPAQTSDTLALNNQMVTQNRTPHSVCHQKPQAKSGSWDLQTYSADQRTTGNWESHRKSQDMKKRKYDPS
# esBAF inh – SWI/SNF esBAF complex inhibition. mouse ES cells, Bmi1-luciferase knock-in reporter, 24 h; 100% = twice the neutral-well signal. reporter increase, % at 12.5 µM. 2% of 350,000 active. AID 602393; in the data active = activation above about 40%;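 also: 0% = median of the plate's neutral control wells and 100% = double that signal; a rise in the Bmi1 reporter signal indicates esBAF inhibition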
# RAD54 inh – inhibitors of human RAD54 branch migration; Q92698; RAD54 Holliday junction branch migration, FAM/BHQ fluorescence; inhibition, % at 10.4 µM; 0.14% of 360,000 active; AID 602329;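 active = mean normalized replicate activity at least 40 and at least half of replicates scoring 40 or more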;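 also: 0% = median of neutral control wells and 100% = median of positive control wells; inhibitors cause a drop in the FAM fluorescence signal; in these data hits start at about 50%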
# ERAP1 inh – blocks human ERAP1 aminopeptidase activity | AID 652197 | inhibition, % at 10.7 µM | recombinant ERAP1, Leu-AMC fluorescence, 60 min | 0.15% of 340,000 active | Q9NZ08;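 active = mean replicate inhibition of at least 30%, or all replicates individually reaching that 30% level; inactive = mean below 30% and not every replicate reaching it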;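 also: 0% = neutral control wells and 100% = L-leucinethiol positive control wells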
# F508del corr – correctors of CFTR F508del function in bronchial epithelial cells; CFBE cells, YFP halide quenching; stimulated with forskolin plus potentiator P3; % fluorescence drop versus neutral controls; activity (quench increase), % at 7.58 µM; 0.36% of 350,000 active; AID 720511;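 active = mean added fluorescence quench of at least 8% versus neutral control, with both replicates also reaching 8%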;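 also: cells transiently co-express mutant CFTR-F508del with the halide-sensitive YFP; corrector assay measuring rescue of mutant channel to the surface after 24 h compound exposure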
# * = called active by the depositor; x = not tested or not shown; & = joins results of further samples.
SMILES,Xi reactivation,GSIS activator,ARNT-TACC3 inh,RAD52 inh,esBAF inh,RAD54 inh,ERAP1 inh,F508del corr
C[C@@H]1CN([C@@H](C)CO)C(=O)Cc2cc(NC(=O)Cc3cn(C)c4ccccc34)ccc2O[C@H]1CN(C)S(=O)(=O)c1ccc(F)cc1,-0.3,2.7,1.8,-16.1,0.7,8.1,4.3,2.3
COc1ccc(NC(=O)Nc2ccc3c(c2)CC(=O)N([C@@H](C)CO)C[C@@H](C)[C@@H](CN(C)S(=O)(=O)c2ccc(F)cc2)O3)cc1,-1.1,-6.6,22.7,-10.2,6.1,5.8,0.8,0.1
C[C@@H]1CN([C@@H](C)CO)S(=O)(=O)c2ccc(-c3cncnc3)cc2O[C@H]1CN(C)Cc1ccccn1,-0.2,-0.8,1.4,2.5,-3.4,-1.2,-1.2,2.3
C[C@@H]1CN([C@@H](C)CO)C(=O)c2cc(NC(=O)c3ccncc3)ccc2O[C@@H](C)CCCCO[C@H]1CN(C)C(=O)c1ccccc1,0.0,-2.3,42.1,7.1,1.6,4.7,0.4,1.2
O=C1OC(=O)c2cc([N+](=O)[O-])ccc21,x,2.0,x,4.3,-3.3,-1.0,6.0,1.7
Cc1ccc2cc(CN(Cc3ccc(F)cc3)Cc3nnnn3C3CCCC3)c(=O)[nH]c2c1,x,-28.6,-34.7,-10.0,-4.6,2.9,0.0,-2.2
COc1ccc(C2OC(CCc3ccccc3)Cc3[nH]c(=S)[nH]c(=O)c32)cc1 (stereo not given),-0.2,-30.1,x,1.8,x,x,-4.0,0.0
COCC#Cc1ccc([C@@H]2[C@H]3CN(C(=O)COC)CCCCN3[C@H]2CO)cc1,-0.1,11.1,-3.6,-5.8,x,2.5,-0.3,0.7
C[C@H](NC(=O)c1nc[nH]c1C(=O)N(C)CCO)c1ccccc1,-0.1,8.8,x,-20.0,1.0,-9.9,x,-0.1
Cc1cc(C(=O)Nc2cccc3c2O[C@@H](CN(C)C)[C@@H](C)CN([C@H](C)CO)C3=O)n(C)n1,0.0,5.6,-5.2,5.1,-1.3,-11.5,1.0,-0.8
O=C(c1cc(Cl)ccc1O)N1CCN(S(=O)(=O)Cc2ccccc2)CC1,0.2,-19.1,1.2,-13.5,2.8,4.1,0.7,-1.9
CN(C)c1cc(-c2ccc(Cl)cc2)oc(=O)c1Cl,0.2,15.4,-1.1,-23.1,x,x,x,-0.7
C/C(=N/NS(=O)(=O)c1ccc(F)cc1)c1ccncc1,0.1,39.7,-1.0,-13.0,-2.8,-11.2,1.8,-0.8
C/C(=N\NC(=O)c1c(C)nc2ccccn12)c1ccc(N2CCOCC2)cc1,0.0,7.2,x,-4.4,x,x,1.2,0.2
CCc1ccc(NC(=O)CSc2nc3c(c(=O)n(C)c(=O)n3C)n2C)cc1,0.3,10.5,3.1,-2.7,-1.5,1.6,1.7,0.7
CCN(CC(=O)Nc1c(F)cccc1F)C(=O)c1ccc(N2C(=O)c3ccccc3C2=O)cc1,0.1,-7.9,-2.3,-13.2,x,-3.6,-4.0,0.7
C[C@@H]1CCCCO[C@H](CN(C)CC2CCCCC2)[C@@H](C)CN([C@H](C)CO)C(=O)c2cc(NC(=O)CCC(F)(F)F)ccc2O1,-0.2,11.8,-4.2,x,-7.8,6.1,x,1.9
CC(=O)N1CCc2cc(S(=O)(=O)CCC(=O)NCc3ccc(C)o3)ccc21,0.0,14.3,-6.6,-21.6,-5.2,-4.0,3.8,0.6
C[C@@H]1CN([C@H](C)CO)S(=O)(=O)c2ccc(Br)cc2O[C@@H]1CN(C)Cc1ccc(C(=O)O)cc1,-0.1&-0.9,23.4&12.3,-6.2,-1.9&1.0,-3.5&6.0,0.3,-6.2&-1.5,0.8&0.0
Cc1c(/C=C/C(=O)c2ccc(C(C)C)cc2)cnn1C,0.0,4.2,7.5,-15.2,27.7,x,-1.5,2.2
O=C(Nc1cccc2ccccc12)c1ccc2sc([C@@H]3O[C@H](CO)[C@H](O)[C@H](O)[C@H]3O)nc2c1,0.0,25.6,x,-10.2,1.8,-3.9,-3.2,-4.1
CC(C)(C)NC(=O)C1CCN(S(=O)(=O)c2cccc(C(F)(F)F)c2)CC1,0.1,12.4,-7.3,1.6,1.2,-10.2,2.8,-1.2
COc1cc(NC(=O)c2csc3c2CCCC3)ncn1,x,-1.8,-5.5,-1.7,56.1,8.0,1.3,-2.7
COc1ccc(CC(NC(C)=O)C(=O)NC2CCN(C(=O)c3ccc(OC)c(OC)c3)CC2)cc1OC (stereo not given),0.4,4.5,-6.7,-3.9,x,x,-1.4,4.5
CN(C)CC#Cc1ccc([C@@H]2[C@H]3CN(C(=O)NC4CCCC4)CCCCN3[C@H]2CO)cc1,0.6,15.4,-4.1,1.3,x,-2.5,-2.4,0.5

# Three compounds drawn at random from those above, as already listed:
SMILES,Xi reactivation,GSIS activator,ARNT-TACC3 inh,RAD52 inh,esBAF inh,RAD54 inh,ERAP1 inh,F508del corr
COc1ccc(C2OC(CCc3ccccc3)Cc3[nH]c(=S)[nH]c(=O)c32)cc1 (stereo not given),-0.2,-30.1,x,1.8,x,x,-4.0,0.0
C/C(=N/NS(=O)(=O)c1ccc(F)cc1)c1ccncc1,0.1,39.7,-1.0,-13.0,-2.8,-11.2,1.8,-0.8
O=C(c1cc(Cl)ccc1O)N1CCN(S(=O)(=O)Cc2ccccc2)CC1,0.2,-19.1,1.2,-13.5,2.8,4.1,0.7,-1.9

# Laid out differently: five of the compounds above
structure | Xi reactivation | GSIS activator | ARNT-TACC3 inh | RAD52 inh | esBAF inh | RAD54 inh | ERAP1 inh | F508del corr
COc1ccc(NC(=O)Nc2ccc3c(c2)CC(=O)N([C@@H](C)CO)C[C@@H](C)[C@@H](CN(C)S(=O)(=O)c2ccc(F)cc2)O3)cc1 | -1.1 | -6.6 | 22.7 | -10.2 | 6.1 | 5.8 | 0.8 | 0.1
O=C(c1cc(Cl)ccc1O)N1CCN(S(=O)(=O)Cc2ccccc2)CC1 | 0.2 | -19.1 | 1.2 | -13.5 | 2.8 | 4.1 | 0.7 | -1.9
C[C@@H]1CN([C@@H](C)CO)S(=O)(=O)c2ccc(-c3cncnc3)cc2O[C@H]1CN(C)Cc1ccccn1 | -0.2 | -0.8 | 1.4 | 2.5 | -3.4 | -1.2 | -1.2 | 2.3
CN(C)c1cc(-c2ccc(Cl)cc2)oc(=O)c1Cl | 0.2 | 15.4 | -1.1 | -23.1 | x | x | x | -0.7
C[C@@H]1CCCCO[C@H](CN(C)CC2CCCCC2)[C@@H](C)CN([C@H](C)CO)C(=O)c2cc(NC(=O)CCC(F)(F)F)ccc2O1 | -0.2 | 11.8 | -4.2 | x | -7.8 | 6.1 | x | 1.9

# Next records
SMILES,Xi reactivation,GSIS activator,ARNT-TACC3 inh,RAD52 inh,esBAF inh,RAD54 inh,ERAP1 inh,F508del corr
COCCn1c(N)c(S(=O)(=O)c2cccs2)c2nc3ccccc3nc21,x,12.6,-9.5,-47.8,5.5,3.0,-222.6,-1.5
O=C(CC(C(=O)N1CCc2ccccc21)n1ccnc1)NCc1cccnc1 (stereo not given),x,8.3,12.1,x,4.1,0.2,x,x
COc1ccc(N(Cc2cc3ccccc3[nH]c2=O)C(=O)C2CCCO2)cc1 (stereo not given),x,-13.1,-0.6,x,2.9,4.9,x,x
CN1[C@H](C(=O)NCc2ccncc2)[C@@H](CO)[C@@H]2Cn3c(ccc(-c4ccccc4F)c3=O)[C@@H]21,0.0,6.1,-1.8,-6.8,1.9,8.1,-2.9,-1.1
CCCCCC(=O)NNC(=S)NC(=O)c1ccccc1[N+](=O)[O-],0.4,-6.3,5.8,-22.6,x,x,5.4,0.8
O=C(O/N=C(/c1ccccc1)c1ccncc1)c1ccccc1[N+](=O)[O-],0.2,9.8,-0.9,-16.5,3.5,5.5,3.8,-0.2
O=S(=O)(c1cccc(Cl)c1)N1CCN(S(=O)(=O)c2ccc3c(c2)OCCO3)CC1,0.0,-6.6,-0.8,-22.9,6.4,6.8,-2.1,-0.1
CN(C)c1ncc(CN2CCC(C(=O)Nc3ccc(-n4cccn4)cc3)CC2)s1,0.1,5.9,x,-1.6,-2.5,15.7,-2.4,3.6
C[C@H]1CN([C@@H](C)CO)S(=O)(=O)c2ccc(-c3ccc(C#N)cc3)cc2O[C@@H]1CN(C)Cc1ccccn1,-0.2,-7.2,-5.2,8.9,-6.6,-6.1,x,11.7*
COc1cccc2cc(C(C)N(CCCN3CCOCC3)C(=S)Nc3cc(C)ccc3C)oc12 (stereo not given),0.0,x,2.8,-17.6,x,-2.3,2.4,1.2
Cc1ccc(-c2cc(-c3ccc(F)cc3)n[nH]2)c(O)c1,0.0,-9.2,1.8,-16.2,34.7,-9.2,-3.3,-2.7
C[C@H]1CN([C@@H](C)CO)C(=O)c2cc(-c3cccc(F)c3)cnc2O[C@@H]1CN(C)Cc1cccnc1,-1.3,-1.6,-0.2,2.6,0.8,4.4,-3.7,-1.0
CN(C)C(=O)c1ccc(-c2ccc(C3[C@H]4CNC[C@@H]3N4S(=O)(=O)c3ccccc3F)cc2)cc1 (stereo not given in full),0.0,-0.7,x,20.9,x,x,-1.8,-0.2
CCN(CC)S(=O)(=O)c1ccc(NC(=O)C2CCCN(C(=O)c3ccc(Cl)cc3)C2)cc1 (stereo not given),0.1,-6.8,0.5,-17.3,x,-1.0,-0.4,-2.4
CC1CC(=O)Nc2ccccc2N1S(=O)(=O)c1ccc(C#N)cc1 (stereo not given),0.4,-12.5,-6.6,-0.7,x,x,5.2,1.1
O=C(O)Cn1c(=O)c2cccn2c2ccccc21,0.0,11.1,-9.4,-13.1,-6.0,-6.2,1.5,-1.9
CC(=O)Oc1ccc2c(=O)c(Oc3ccccc3)coc2c1OC(C)=O,0.0,13.4,8.0,x,-12.9,-1.7,x,x
CCN1CCN(C(=O)c2cc3c(-c4ccc(Cl)cc4)nn(C)c3s2)CC1,-0.2,-8.6,10.3,-5.0,-11.3,34.2,2.3,-5.7
CN(C)CC(=O)N[C@H]1CC[C@H](CCn2cc(C3CCCC3)nn2)O[C@H]1CO,0.2,-10.0,-4.9,-6.5,1.0,-5.9,-1.2,1.3
CCN(CC)S(=O)(=O)c1ccc(N2CCN(C)CC2)c(NC(=O)Nc2ccccc2F)c1,0.0,-16.9,10.4,13.6,1.3,7.9,-3.0,-1.8
OC(CCN1CCCC1)(c1ccccc1)C1CCCCC1 (stereo not given),-0.3,x,-2.6,-6.2,-3.8,6.1,-3.8,-10.8
COc1ccc(Nc2nnc(-c3ccccc3)c3ccccc23)cc1C(=O)N1CCCCC1,0.0,-22.2,x,12.7,-6.6,5.8,4.9,-1.7
CN1C(C(=O)NCc2ccc(OC(F)(F)F)cc2)CC2Cn3c(nc4ccccc43)C21 (stereo not given),0.0,-25.8,-6.4,-6.0,-3.5,-8.5,x,-0.3
C[C@@H]1CN([C@H](C)CO)C(=O)c2cc(NC(=O)CCC(F)(F)F)ccc2O[C@@H](C)CCCCO[C@H]1CN(C)S(=O)(=O)c1cn(C)cn1,0.0,13.0,-1.9,0.8,1.0,1.7,-2.7,-2.0
COCC(=O)Oc1c(S(=O)(=O)c2ccc(C)cc2)c(C)nn1C(C)(C)C,0.2,20.5,1.2,-11.1,7.2,1.2,0.4,-3.7
COc1ccc2c3c(n(C)c2c1)[C@H](CO)N(C(=O)c1ccccc1)CC31CN(C(=O)c2ccccc2)C1,0.3,-20.3,x,4.4,x,x,3.4,-1.7
COCCCNc1c2c(nc3nnnn13)CCCC2,0.3,-1.4,-4.9,-5.8,x,x,15.8,5.6
CCCOc1ccc(C2C(C(=O)c3ccc(C)o3)=C(O)C(=O)N2CCCn2ccnc2)cc1 (stereo not given),x,-8.1,x,-15.8,-3.1,-1.9,3.7,x
O=C(CN1C(=O)c2ccccc2S1(=O)=O)Nc1ccon1,0.3,22.8,-6.2,-14.8,-7.2,6.1,-5.4,1.6

# Compound activity deposited in PubChem by Broad Institute.

# Compounds as they come; about 3.3% have a hit in one of these screens.
